From PubChem
Mm-Cpn inhibitor = Inhibitors of TCP-1 ring complex (TRiC) of Methanococcus maripaludis (MmCpn): qHTS. Chaperonin Mm-Cpn (Methanococcus maripaludis). purified Mm-Cpn ATPase, ADP Transcreener TR-FRET. Potency, µM (highest dose often 76.9 µM), for inactives: at the highest dose activity, negative = inhibition, actives largely listed as inhibitors. 330,000 compounds, 0.031% hits; also: potency is read from the fitted curve at half-maximal effect; % is scaled to controls: 0 for no effect and ±100 for the full control effect; nearly all actives have a fitted effect of over 80% in size
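Reaction buffer contained 30 mM Tris pH 7.4, 100 mM KCl, 5 mM MgCl2 and 1 mM DTT. Mm-CPN (25 nM final) hydrolysed 10 uM ATP over 30 min at 37°C; ADP was read by HTRF.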
EPAC2 agonist = qHTS for Agonist of cAMP-regulated guanine nucleotide exchange factor 4 (EPAC2): primary screen; EPAC2 activation, biochemical qHTS; response scale: 100% = 6.5 mM cAMP response; Potency, µM (top dose mostly 154 µM), inactives show at the top dose activation, usual class: activators; 360,000 compounds, 0.079% hits; also: potency is read from the fitted curve at half-maximal effect; nearly all actives have a fitted effect of over 50% in size
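Compounds were added across a concentration range to EPAC2 (100 nM), RAP1B-BODIPY-GDP (250 nM) and GDP (50 uM). After 5 min at room temperature, fluorescence was recorded at 5-min intervals for 30 min.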
Akt phos inh = HTS Assay for Inhibitors of Akt Phophorylation: Primary Screen. 360,000 compounds, 0.32% hits. Neuro2A IGF-stimulated pAkt S473 HTRF, 20 min; stronger effect = lower value. activity change, % for hits at 50 µM; in the data active = activity change below about -80%; inconclusive = mostly about -51% to -80%; also: % is scaled to controls: 0 for no effect and ±100 for the full control effect
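Single-point screen (50 µM final compound) in Neuro2A cells stimulated 20 min with 6 nM IGF at 37 deg C. After lysis, Ser473-phosphorylated Akt read by HTRF (ex 330 nm, em 615/665 nm) as the 665/615 ratio.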
PTHR1 ag = qHTS for PTHR1 Agonists: Primary Screen | 410,000 compounds, 0.075% hits | AID 743266, 2014 | Potency, µM (highest dose often 115 µM), inactives show at the top dose activation, most hits filed as activators | HEK293 GP2 PTHR1 cells, GloSensor cAMP luminescence, 1 h | Parathyroid hormone/parathyroid hormone-related peptide receptor (Homo sapiens), Q03431; also: potency is read from the fitted curve at half-maximal effect; nearly all actives have a fitted effect of over 55% in size; some results filed as inactive show a strong effect at the top dose; inactives centre near -15; many of its hits are not listed in these tables
Target sequence (Q03431 whole entry, looked up): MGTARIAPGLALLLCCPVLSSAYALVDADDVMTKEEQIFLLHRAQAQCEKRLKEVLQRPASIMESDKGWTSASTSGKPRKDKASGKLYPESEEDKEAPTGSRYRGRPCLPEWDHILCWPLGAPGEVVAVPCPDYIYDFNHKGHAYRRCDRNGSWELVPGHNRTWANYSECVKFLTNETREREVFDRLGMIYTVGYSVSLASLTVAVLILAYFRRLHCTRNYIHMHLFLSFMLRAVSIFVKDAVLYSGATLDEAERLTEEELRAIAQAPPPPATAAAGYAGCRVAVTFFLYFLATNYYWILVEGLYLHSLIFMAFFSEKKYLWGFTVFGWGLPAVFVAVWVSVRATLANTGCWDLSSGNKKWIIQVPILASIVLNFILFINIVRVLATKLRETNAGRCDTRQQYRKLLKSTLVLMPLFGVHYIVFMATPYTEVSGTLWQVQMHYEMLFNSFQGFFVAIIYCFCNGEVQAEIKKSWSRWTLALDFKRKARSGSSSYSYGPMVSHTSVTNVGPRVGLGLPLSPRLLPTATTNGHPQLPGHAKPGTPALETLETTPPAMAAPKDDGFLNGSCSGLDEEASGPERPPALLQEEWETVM
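HEK-293-derived GP2 cells expressing PTHR1 and a GloSensor cAMP reporter, 3,000/well, plated overnight, given luciferin plus IBMX (each 0.5 mM as added) for 1 h at 37 °C, then compound for 1 h at 37 °C. Luminescence was read after 15 min at room temperature.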
DRD3 agonist = qHTS of D3 Dopamine Receptor Agonist: qHTS. max activation, %. 410,000 compounds, 0.58% hits. D(3) dopamine receptor (Homo sapiens), P35462. D3R DiscoveRx beta-arrestin cells, luminescence, 90 min; in the data active = max activation above about 30%; also: 0% is about no effect; mostly tested at two doses, the higher about 12 µM
Target sequence (P35462 whole entry, looked up): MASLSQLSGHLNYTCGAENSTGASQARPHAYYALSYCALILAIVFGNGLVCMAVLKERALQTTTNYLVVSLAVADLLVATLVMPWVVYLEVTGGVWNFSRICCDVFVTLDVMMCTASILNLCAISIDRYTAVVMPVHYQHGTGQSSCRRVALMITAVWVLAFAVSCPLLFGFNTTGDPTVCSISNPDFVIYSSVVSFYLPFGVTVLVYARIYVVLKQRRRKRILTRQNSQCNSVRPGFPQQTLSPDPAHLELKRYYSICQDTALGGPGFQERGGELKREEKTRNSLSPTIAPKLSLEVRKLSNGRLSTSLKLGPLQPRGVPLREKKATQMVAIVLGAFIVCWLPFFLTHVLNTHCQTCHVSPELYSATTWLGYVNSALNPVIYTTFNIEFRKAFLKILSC
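Agonist mode: compounds and dopamine controls were applied to plated cells for 90 min at 37 degrees C after an overnight attachment at 1500 cells/well. Luminescent read-out followed 30 - 60 minutes at room temperature with DiscoveRx detection reagent.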
CCT modulator = High-Throughput Screening for Modulators of Cytosolic Chaperonin Activity; activity change, % (test concentration not listed), hits read low; purified chaperonin ATPase assay, HTRF ADP detection, 30 min; 360,000 compounds, 0.3% hits; AID 651819, 2012; in the data active = activity change below about -30%; also: % is scaled to controls: 0 for no effect and ±100 for the full control effect
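TRiC (40 or 20 nM final, by batch activity) in 30 mM Tris pH 7.4, 100 mM KCl, 5 mM MgCl2, 1 mM DTT was treated with compound at 76 uM single dose, then 10 uM ATP, 30 min at 37 °C. ADP was read by HTRF Transcreener.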
EPAC2 antag = qHTS for Antagonist of cAMP-regulated guanine nucleotide exchange factor 2 (EPAC2): primary screen; EPAC2 GEF exchange of Rap1B-BODIPY-GDP, fluorescence; Potency, µM (doses to about 114 µM), without a hit: at the top dose activity, negative = inhibition, usual class: inhibitors; AID 720708, 2013; 360,000 compounds, 0.18% hits; also: potency is read from the fitted curve at half-maximal effect; % is scaled to controls: 0 for no effect and ±100 for the full control effect; nearly all actives have a fitted effect of over 45% in size; many of its hits are not listed in these tables
DRD3 antagonist = qHTS of D3 Dopamine Receptor Antagonist: qHTS; max response, negative = inhibition, %; 360,000 compounds, 2.5% hits; AID 652054, 2013; D(3) dopamine receptor (Homo sapiens), P35462; D3R cells, DiscoveRx beta-arrestin luminescence, antagonist mode; stronger effect = lower value; in the data active = max response below about -50%; inconclusive = no clear call, values can overlap the other calls; also: % is scaled to controls: 0 for no effect and ±100 for the full control effect; mostly tested at two doses, the higher about 12 µM
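Cells expressing the human receptor were seeded at 1500 cells/well, incubated overnight at 37 degrees C in 5% CO2, then exposed to library compounds with dopamine controls for 90 minutes at 37 degrees C before luminescent detection.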
Numbers without * were called inactive; i = inactive; ? = inconclusive; nt = no result given; [ ] = another dose, or the depositor's remark. Unless noted, calls follow the shape of the dose curve; as a rule, active = well fitted curve in the direction sought with a large enough effect; inconclusive = small, poorly fitted or top-dose-only effect, or another doubt; inactive = no such curve, though single readings can be large; an effect the other way counts as inactive or inconclusive.

SMILES	Mm-Cpn inhibitor	EPAC2 agonist	Akt phos inh	PTHR1 ag	DRD3 agonist	CCT modulator	EPAC2 antag	DRD3 antagonist
CCN(C[C@H]1N[C@@](C)(C(=O)OC)[C@H]2C(=O)N(C)C(=O)[C@@H]12)C(=O)COc1ccccc1	-1%	11%	i	1%	-5	-1.1	10%	0
Nc1ccn([C@@H]2O[C@H](CNC(=O)[C@@H](N)CSCc3ccccc3)[C@@H](O)[C@H]2O)c(=O)n1	nt	7%	i	-17%	-8	-4.2	1%	-17
O=C(NC12CC3CC(CC(C3)C1)C2)C1CCCN1C(=O)NC1CCCCC1 (configuration not stated)	-1%	9%	i	-5%	-1	1.7	2%	-6
CC(=O)CCc1ccc2oc(C(=O)O)c(C)c2c1	-1%	-8%	i	i	-15	-3.2	10%	18
COc1ccc(-c2nnc(SCC(=O)Nc3cc(C)on3)o2)cc1	3%	-2%	i	-4%	2	-2.4	2%	6
COC(=O)CCCc1nc2ccccc2s1	-5%	-19%	i	i	-5	-0.9	-13%	-21
O=[N+]([O-])c1ccc(S(=O)(=O)N2CCSC2c2ccco2)cc1 (configuration not stated)	-1%	13%	i	-6%	4	0.4	-8%	-8
CC(C)c1ccc(NC(=O)C2CC(=O)Nc3nc4ccccc4n32)cc1 (configuration not stated)	2%	-1%	i	i	9	-2.1	-1%	7
Cc1csc(C(C#N)C(=O)c2ccncc2)n1 (configuration not stated)	-1%	4%	i	-5%	2	-0.2	-1%	-19
Cc1cccc(NC(=O)CSCC(=O)Nc2sccc2C#N)c1	0%	13%	i	-17%	3	0.1	2%	-28
CC(C)CCCN1C(Nc2ccccc2)=NC[C@@H]1CC(C)C	-1%	4%	i	-21%	0	-2.0	12%	-8
CCCNC(=O)c1ccc(N2CCC3(CC2)CC(c2cccc(Br)c2)=NO3)c(NC(=O)c2ccc(Cl)c([N+](=O)[O-])c2)c1	-3%	-3%	i	-11%	2	1.0	6%	?
CCN=C1SC(CC(=O)NC2CCCCC2)C(=O)N1CC (configuration not stated)	1%	-3%	i	-7%[57.5 µM]	3	-0.7	8%	-23
COc1ccc(-n2c(C)cc(/C=N/Nc3nc(N4CCOCC4)nc(N4CCOCC4)n3)c2C)cc1	0%	5%	i	-16%	-6	-3.8	-7%	13
CCOC(=O)C1CCN(S(=O)(=O)c2nc3nc(C)cc(C)n3n2)CC1	0%	-4%	i	-7%[57.5 µM]	6	-1.1	-1%	-4
CC1(C(=O)Nc2cccc(OC(F)(F)F)c2)Cc2c(-c3cccc(C(N)=O)c3)ccnc2O1 (configuration not stated)	nt	-2%	i	-30%	2	0.5	-24%	6
O=c1c2ccccc2nc(SCc2cn3ccsc3n2)n1-c1ccccc1F	-6%	12%	i	-6%[57.5 µM]	0	-0.6	4%	?
Cc1nnsc1S(=O)(=O)Cc1ccccc1C(F)(F)F	0%	-1%	i	-9%	1	1.2	0%	1
Cc1ccccc1OCC(=O)OCC(=O)c1ccc(-c2ccccc2)cc1	-8%	16%	i	i	0	-0.4	-10%[57.1 µM]	-1
COc1ccc(N2CCN(C(=O)CN3C(=O)NC4(CCCc5ccccc54)C3=O)CC2)cc1 (configuration not stated)	-3%	4%	i	-76%[inhibitor]	-10	-1.9	9%	-74*

Full records, quoted from the list. Order of screens: Mm-Cpn inhibitor, EPAC2 agonist, Akt phos inh, PTHR1 ag, DRD3 agonist, CCT modulator, EPAC2 antag, DRD3 antagonist
Listed for `CC(=O)CCc1ccc2oc(C(=O)O)c(C)c2c1` = -1%, -8%, i, i, -15, -3.2, 10%, 18
Listed for `CCN=C1SC(CC(=O)NC2CCCCC2)C(=O)N1CC` (configuration not stated) = 1%, -3%, i, -7%[57.5 µM], 3, -0.7, 8%, -23
Listed for `O=C(NC12CC3CC(CC(C3)C1)C2)C1CCCN1C(=O)NC1CCCCC1` (configuration not stated) = -1%, 9%, i, -5%, -1, 1.7, 2%, -6
Listed for `CCN(C[C@H]1N[C@@](C)(C(=O)OC)[C@H]2C(=O)N(C)C(=O)[C@@H]12)C(=O)COc1ccccc1` = -1%, 11%, i, 1%, -5, -1.1, 10%, 0

Other records follow:
SMILES	Mm-Cpn inhibitor	EPAC2 agonist	Akt phos inh	PTHR1 ag	DRD3 agonist	CCT modulator	EPAC2 antag	DRD3 antagonist
COC(=O)C1=C(C(=O)OC)[C@@H]2N(Cc3ccccc3)c3ccccc3[C@@]23C[C@@H](C(=O)OC)N(C(=O)c2cc(C)oc2C)C3=N1	nt	11%	i	-23%	-15	1.2	9%	-14
COc1ccc(CNC(=O)C2CCCN2C(=O)NC2CCCCC2)cc1 (configuration not stated)	3%	2%	i	i	-2	1.2	15%	7
Nc1nc(NCC(=O)O)nc(NCc2ccccc2)c1[N+](=O)[O-]	0%	?	i	i	2	1.2	nt	5
Cc1ccc(OCc2occc2C(=O)O)cc1	nt	6%	i	-18%	-14	0.0	2%	-13
Nn1c(SCC(=O)Nc2ccc(N3CCOCC3)cc2)nnc1C1CC1	0%	5%	i	i	1	-4.9	9%	2
CCc1c(C)c2nncn2[nH]c1=O	-1%	1%	i	i	0	-2.2	-2%	-19
O=C1/C(=C/c2cccc3ccccc23)CCCc2ccccc21	2%	3%	i	i	-6	2.6	7%	-4
CCCCNC(C(=O)Nc1cccc(S(=O)(=O)N2CCOCC2)c1)c1ccccc1 (configuration not stated)	1%	8%	i	-23%	-5	1.3	-10%	-9
CNc1nc(Nc2ccc(C)cc2C)c2sccc2n1	nt	9%	i	-27%	-3	-0.8	-20%	0
Cc1cccc(C)c1OCCn1nc(C(=O)O)c2ccccc2c1=O	1%	-4%	i	-16%	-6	-3.6	-1%	25
O=C(NCc1ccc(F)cc1)c1cc(C2CCCCN2S(=O)(=O)c2cccc3cccnc23)on1 (configuration not stated)	nt	11%	i	-16%	0	1.6	1%	2
Cc1ccc2c(c1)N(Cc1ccccc1)C(=O)C(C)O2 (configuration not stated)	nt	13%	i	i	1	-1.9	-17%	10
Cc1ccc(-n2nc3c(c2NC(=O)C2CCCC2)CS(=O)(=O)C3)cc1	1%	-3%	i	i	-11	1.9	-9%	-14
O=C(NCCN1CCOCC1)C(=O)NCc1ccco1	0%	24%	i	i	6	-0.3	11%	-5
Cc1ccc2[nH]c(=O)c(CNC(C)(C)C)cc2c1	-1%	6%	i	-29%[57.5 µM]	-13	-3.8	-7%	?
O=C(CSc1nc2ccccc2n1CC(=O)N1CCCC1)Nc1nccs1	0%	7%	i	i	5	-2.6	5%	-2
O=C(C1=C(O)C(=O)N(CCOCCO)C1c1cccs1)c1cccs1 (configuration not stated)	-6%	1%	i	i	-1	-1.3	7%	-7
CCCCN(C(=O)C1=COCCO1)c1c(N)n(CCCC)c(=O)[nH]c1=O	-2%	13%	i	7%	-12	-3.2	-4%	10
COc1cc(CNCc2cc(OC)ccc2OC)cc(OC)c1	-1%	10%	i	-7%	-10	-1.3	6%	2
CCOC(=O)c1cnc2c(-c3ccccc3)cnn2c1C	-1%	13%	i	-27%	8	0.7	3%	22
Cc1cc(S(=O)(=O)NCc2ccc(S(N)(=O)=O)cc2)c(C)s1	0%	6%	i	i	1	-2.7	-2%	-3
Cc1ccc(S(=O)(=O)c2c(C)cc(C)nc2N2CCCCC2)cc1	-4%	13%	i	-4%	-17	2.9	?	-9
COc1ccccc1N1CCN(Cc2cc(=O)n3ccsc3n2)CC1	-4%	13%	i	-3%[57.5 µM]	-15	-0.7	-2%	-30
COc1ccc(C(=O)N2CCC(C(N)=O)CC2)cc1S(=O)(=O)N1CCCC1	1%	3%	i	-21%	-14	0.8	1%	5
Cn1ncc(Br)c1NC(=O)c1cc(Cl)cc(Cl)c1	2%	2%	i	i	3	0.4	0%	16
CCn1c(SCC(=O)Nc2nncs2)nnc1-c1ccco1	-4%	2%	i	i	8	0.0	13%	6
N#C/C(N)=C(/C#N)N=Cc1cccc(Cl)c1	0%	8%	i	-12%	4	1.8	1%	2
CCN(CC)C(=O)Cn1cc(S(=O)(=O)CC(=O)N2CCCCCC2)c2ccccc21	-1%	10%	i	5%	-2	-1.4	1%	-25
COc1ccc(S(=O)(=O)N2CCCC2CNC(=O)C(=O)Nc2cccc(F)c2)cc1 (configuration not stated)	0%	9%	i	-15%	-4	-3.5	-4%	-21
CCCn1c(SCC(=O)NCCCN2CCCC2=O)nc2ccccc2c1=O	2%	2%	i	i	-3	-1.2	-2%	14
CC(=O)c1cccc(NC(=O)C2Cc3c(-c4cccc(F)c4)ccnc3O2)c1 (configuration not stated)	nt	10%	nt	-97%[inhibitor]	-3	-1.1	-3%	-1
Cc1cccc(S(=O)(=O)N(C)C[C@H]2OCc3cn(nn3)CCCC(=O)N([C@@H](C)CO)C[C@@H]2C)c1	nt	-1%	i	i	3	-0.6	3%	21
CC(=O)Nc1cc(S(=O)(=O)Nc2cccc(C)c2)c(C)cc1C	-3%	0%	i	-8%	1	1.7	7%	0
CC(=O)Nc1cccc(-c2csc(N)n2)c1	1%	6%	i	i	-1	-2.6	10%	3
CN(C(=O)COc1ncnc2ccc(Br)cc12)C1CCCCC1	nt	-1%	i	i	8	0.4	-5%	10
Cc1ccc(C(=O)Nc2ccccc2C(=O)N2CCCC(C)C2)cc1 (configuration not stated)	2%	-6%	i	-18%	-2	-0.4	2%	2
Cc1ccc(/C=C2\CCn3c2nc2cc(C(=O)O)ccc2c3=O)c(C)c1	0%	9%	i	i	-3	-0.1	-8%	-11
Cn1c(SCC(N)=O)nnc1-c1ccccc1	-1%	1%	i	i	-5	0.4	8%	-23
O=C(N/N=C/c1cccnc1)c1ccc(NC(=O)C(c2ccccc2)c2ccccc2)cc1	1%	-13%	i	-1%	6	0.7	0%	12
Cc1cccc(NC(=O)CSCC(=O)N(C)Cc2ccc3c(c2)OCCO3)c1	nt	-4%	i	-34%[inhibitor]	1	-0.2	-6%	2

An excerpt; rates above refer to the full screens.
